TEAD-YAP inh: TEAD-YAP interaction inhibition | HEK-TIYL cells, TEAD-Gal4/YAP UAS-luciferase luminescence | inhibition, % at 9.12 µM | hit rate 1.4% among 640,000 | AID 1259422; in the data active = inhibition above about 32%;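 also: 0% = median of test compound wells and 100% = reference inhibitor wells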
MITF primary: inhibitors of human MITF; hit rate 0.91% among 650,000; inhibition, % at 2.6 µM; AlphaScreen MITF homodimerization, bead proximity signal; in the data active = inhibition above about 50%;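 also: 0% = vehicle wells with protein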
Target sequence (O75030 whole entry, looked up): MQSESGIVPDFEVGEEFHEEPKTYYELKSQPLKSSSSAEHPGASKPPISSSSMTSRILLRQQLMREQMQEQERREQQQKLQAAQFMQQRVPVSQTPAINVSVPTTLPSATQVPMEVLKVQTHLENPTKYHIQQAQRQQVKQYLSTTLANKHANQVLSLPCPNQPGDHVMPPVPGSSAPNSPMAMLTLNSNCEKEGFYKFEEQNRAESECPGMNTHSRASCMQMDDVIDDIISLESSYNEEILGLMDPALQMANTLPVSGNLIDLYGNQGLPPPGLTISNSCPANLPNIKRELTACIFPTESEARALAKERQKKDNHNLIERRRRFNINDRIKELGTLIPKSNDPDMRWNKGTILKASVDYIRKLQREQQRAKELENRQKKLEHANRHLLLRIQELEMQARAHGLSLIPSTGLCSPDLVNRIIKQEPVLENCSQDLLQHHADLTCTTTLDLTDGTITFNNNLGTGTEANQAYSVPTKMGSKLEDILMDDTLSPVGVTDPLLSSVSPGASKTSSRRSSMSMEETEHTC
GPR151 activ: activates the human receptor GPR151; hit rate 1% among 650,000; Q8TDV0; activation, % at 11.2 µM; PathHunter beta-arrestin GPR151 cells, luminescence; in the data active = activation above about 4.9%;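 also: 0% = median of compound wells and 100% = cells with positive control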
Target sequence (Q8TDV0 whole entry, looked up): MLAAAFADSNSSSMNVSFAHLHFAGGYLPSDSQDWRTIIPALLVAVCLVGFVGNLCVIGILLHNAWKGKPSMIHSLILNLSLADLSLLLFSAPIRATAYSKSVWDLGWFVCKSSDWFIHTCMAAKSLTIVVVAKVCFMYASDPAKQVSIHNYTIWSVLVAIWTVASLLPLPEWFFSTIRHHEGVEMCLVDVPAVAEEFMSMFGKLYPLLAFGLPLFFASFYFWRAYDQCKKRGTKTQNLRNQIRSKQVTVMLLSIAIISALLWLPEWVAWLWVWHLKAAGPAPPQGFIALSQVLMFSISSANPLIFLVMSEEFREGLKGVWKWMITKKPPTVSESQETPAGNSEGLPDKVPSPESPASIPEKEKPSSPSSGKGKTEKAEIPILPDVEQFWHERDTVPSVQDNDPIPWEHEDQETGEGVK
FBW7 activator: activators of human E3 ligase FBW7. Q969H0. AlphaScreen FBW7–phospho-cyclin E peptide binding, activator screen. normalized activity (activation), % at 26.1 µM. hit rate 0.13% among 650,000. AID 1259310; in the data active = normalized activity above about 1.9%;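 also: purified mutant Fbw7 with reduced substrate affinity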
An asterisk follows results filed as active; & = joins results of further samples.

SMILES	TEAD-YAP inh	MITF primary	GPR151 activ	FBW7 activator
COC(CN(C)C(=O)c1cc2c(C)nc3ccccc3c2o1)OC	-18	1	1.1	-0.1
COc1ccc(NC(=S)Nc2ccc3snnc3c2)cc1	-4	21	-0.6	-0.4
CCOc1cc(C=O)ccc1OCCN1CCOCC1	10	9	-1.3	0.2
COC(=O)/C(=C\c1ccc(OC)cc1)NC(=O)/C=C/c1ccccc1	-3	-6	-1.9	-0.1
Cc1cc2nc3c4cccc5cccc(c(=O)n3c2cc1C)c54	-6	5	-0.2	0.1
COc1cc2[nH]c(=O)n3nc(-c4ccccc4)nc3c2cc1OC	2	-10	-0.6	0.0
CCc1nc2ccccc2n1CC(O)COc1ccc([N+](=O)[O-])cc1 (configuration not stated)	3	16	0.0	0.2
Oc1ccc(-c2nc3cnccn3c2NCc2ccco2)c(O)c1	-7	1	1.4	-0.2
COc1ccc(NC(=O)Cn2ncc3c(=O)oc4ccccc4c32)cc1OC	6	2	0.6	-0.1
COc1ccc(C2CC(=O)C3=C(C2)NC(C)=C(C(=O)OC(C)C)C3c2cccc(Cl)c2Cl)cc1OC (configuration not stated)	20	4	0.8	0.0
CCc1nnc(NC(=O)COC(=O)c2cc3ccccc3o2)s1	7	16	0.2	0.6
CCCOc1ccc(C2C(C(=O)OCC)=CN(c3cc(C)ccc3C)C=C2C(=O)OCC)cc1OC	13	-11	-2.0	0.6
CCCCOc1ccc(-c2[nH]nc3c2C2(C(=O)Nc4ccc(C)c(Br)c42)C(C#N)=C(N)O3)cc1 (configuration not stated)	3	-1	2.2	-0.2
Cc1nn(C)c(C)c1-c1ncc(C(N)=O)s1	5	-3	-1.4	0.0
CN(CC(=O)NC(C)(C)C)S(=O)(=O)c1ccccc1	-5	8	0.0	0.6
Fc1ccc(-c2nnc3sc(CN4CCOCC4)cn23)cc1	-2	-4	3.1	0.5
O=C(/C=C/c1ccccc1)CC1(O)C(=O)Nc2ccc(Cl)cc21 (configuration not stated)	10	10	-2.4	0.4
CN(Cc1ccco1)S(=O)(=O)c1ccc(C(=O)NCc2ccccc2)cc1	8	-10	0.5	-0.1
O=C1NC(CCC(=O)N2CCCCCC2)C(=O)Nc2ccccc21 (configuration not stated)	-5	4	1.5	0.0
Cc1ccc(Cn2ncc3c(N4CC(C)CC(C)C4)ncnc32)cc1 (configuration not stated)	-14	11	-0.6	0.0
Cc1csc(NC(=O)CSc2ccc(Br)cc2)n1	1	16	3.3	0.1
CCCc1ccc(Oc2cn[nH]c2-c2ccc(O)cc2O)cc1	65*	3	0.3	-0.2
CC(C(=O)Nc1cccc([N+](=O)[O-])c1)N1C(=O)NC2(CCCC2)C1=O (configuration not stated)	11	3	1.4	0.0
COc1cc(C(=O)NC(=S)Nc2cccc(C(=O)O)c2)cc(OC)c1OC	-9	8	-0.2	0.0
CCOc1ccc(Cc2nnc(Nc3cccc(F)c3)[nH]c2=O)cc1	-1	1	0.7	0.0
COc1cc(NC(C)COc2cccc(Cl)c2)ncn1 (configuration not stated)	6	3	1.1	-0.1
N#CC1(C#N)C2c3ccccc3C(c3ccccc32)C1(C#N)C#N	1	11	0.4	-0.1
COc1ccc2[nH]c(=O)c(CN(CCO)C(=O)c3cccs3)cc2c1	9	1	1.0	0.0
CCOC(=O)c1c(NC(=O)C(C)Sc2nnc(CNC(=O)c3cccc(C)c3)n2C)sc2c1CCCC2 (configuration not stated)	0	6	-1.4	0.0
O=C(Nn1c(-c2ccc(Br)cc2)nc2ccccc2c1=O)c1ccc([N+](=O)[O-])cc1	-8	-2	-0.4	-0.2
CCOC(=O)c1cccc(NC(=O)CCSCCc2ccccn2)c1	8	5	1.8	0.6
CCCCOc1nc2ccccc2nc1NS(=O)(=O)c1ccc2c(c1)OCCO2	-10	-5	1.8	0.1
COc1ccc(C2N(c3cccc(C)c3)CCN2c2cccc(C)c2)cc1[N+](=O)[O-]	-7	-6	1.1	-0.1
CC1CC(C)CN(c2nc3ccccc3cc2C=O)C1 (configuration not stated)	6	11	1.0	0.3
CC(C)N(C(=O)COC(=O)/C=C/c1ccc(F)cc1)C(C)C	1	-8	-0.5	-0.2
Cc1c(NC(=O)Cn2cnc3c(=O)n(C)c(=O)n(C)c32)cccc1-c1nc2ccccc2o1	3	0	-0.1	-0.2
O=C(Cc1ccc(Cl)cc1)Nc1c(C(=O)Nc2ccccc2F)oc2ccccc12	-9	16	-1.5	0.7
FC(F)(F)c1ccc(NC2=NCCC2)cc1	-8	19	-0.2	0.4
COc1ccc(-c2ncc(C)c(NCCN(C(C)C)C(C)C)n2)cn1	13	6	-0.3	0.0
COc1ccccc1C(=O)NCc1nnc(SCC(=O)N2N=C(c3ccc(Br)cc3)CC2c2ccc(F)cc2)n1C (configuration not stated)	0	-13	-1.4	0.0
Cc1ccc(S(=O)(=O)Nc2ccccc2C(=O)Nc2sc3c(c2C#N)CC(C)CC3)cc1 (configuration not stated)	15	-10	1.0	0.1
CC(C)n1cnc2c(Nc3ccc(Oc4ccccc4)cc3)nc(-c3ccc(C(=O)N4CCN(C)CC4)cc3)nc21	-12	2	-1.4	0.4
CC(=O)NC1C(=O)N=C(SCC(=O)NCc2ccccc2)NC1=O (configuration not stated)	1	16	-1.0	-0.2
COc1ccc(CC2(CO)CCN(Cc3nc(-c4ccccc4)no3)CC2)cc1	-7	-2	1.2	0.0
CN(C)C(=O)CSc1nc2ccccc2nc1SCC(=O)N(C)C	-3	3	-0.1	-0.1
Cc1cccc(-n2nnc(-c3nc(-c4cccnc4)no3)c2N)c1C	-7	12	-0.3	0.8
Cc1c(O)nc(SCC(=O)Nc2nccs2)n(-c2ccccc2F)c1=O	-11	-12	2.6	-0.2
O=C(c1cccc([N+](=O)[O-])c1)N1N=C2CCCCCC2C1(O)C(F)(F)F (configuration not stated)	-10	4	0.6	-0.1
COc1cccc2c1OC(c1cccc(F)c1)N1N=C(c3ccco3)CC21 (configuration not stated)	-72	9	-0.8	0.1
Cc1ccc(CNC(=O)CSc2nc3ccccc3[nH]2)cc1	-31	5	-1.7	0.0

4 of the compounds above, with two lines to a compound.
Values run as follows: TEAD-YAP inh	MITF primary	GPR151 activ	FBW7 activator
- Cc1cccc(-n2nnc(-c3nc(-c4cccnc4)no3)c2N)c1C
  -7	12	-0.3	0.8
- Cc1c(O)nc(SCC(=O)Nc2nccs2)n(-c2ccccc2F)c1=O
  -11	-12	2.6	-0.2
- CC(=O)NC1C(=O)N=C(SCC(=O)NCc2ccccc2)NC1=O (configuration not stated)
  1	16	-1.0	-0.2
- COc1ccc(CC2(CO)CCN(Cc3nc(-c4ccccc4)no3)CC2)cc1
  -7	-2	1.2	0.0

The results go on:
SMILES	TEAD-YAP inh	MITF primary	GPR151 activ	FBW7 activator
O=C(Nc1cccc(NC(=O)c2cccc3nccnc23)c1)c1ccccn1	-3	9	3.1	-0.1
CN(C)C(=O)c1ccc(S(=O)(=O)NCc2ccncc2)cc1	37*	7	0.0	0.1
CC(C)c1ccc2nc(SCC(=O)NCc3ccco3)c(C#N)cc2c1	31	0	0.1	-0.1
COc1ccccc1N1CCN(C(=O)Cn2nc(C(=O)N3CCOCC3)cc2C)CC1	14	1	-1.7	0.1
O=C(Cc1ccccc1)Nc1ccc(C(=O)O)cc1NC(=O)Cc1ccccc1	-25	4	1.4	0.1
Cc1ccc(C(=O)N(C)C2CCN(C)CC2)cc1C	5	-14	2.1	0.4
CC(=O)NCCCc1nc2ccccc2n1Cc1ccccc1	-7	8	-1.1	0.1
Cc1ncsc1C(=O)N[C@H](C)Cn1nnc2ccccc21	5	-10	-0.7	0.1
Nc1ccc(O)c(-c2nc3ccc(N)cc3s2)c1	-1	35	1.0	0.0
O=C(Cn1c(=O)oc2cc(Cl)ccc21)NCCc1ccccc1Cl	2	1	0.2	0.0
Cc1ccc(CNC(=O)c2cnc3ccccn23)o1	-23	27	-1.1	2.1*
COc1ccc(-c2nc3ncnc(NCCOc4ccccc4)c3[nH]2)cn1	36*	3	0.5	0.0
CC(C)Cc1ccc(CN2CCc3nnc(C4CCCO4)n3CC2)cc1 (configuration not stated)	4	-3	0.9	-0.1
COc1ccc(C(=O)NCCn2c(C)cc3ccccc32)cc1OC	-2	-20	-0.4	0.1
Cc1ccc(OCCSc2nc(C)cc(=O)[nH]2)c(C(C)C)c1	2&-7	10&10	0.4&-0.7	0.4&0.0
O=C(NCc1ccccc1)c1ccc2nc(NCc3ccc4c(c3)OCO4)sc2c1	-13	3	0.5	0.1
CCOC(=O)c1sc2nc(SCC(=O)Nc3ccc(OCC)cc3)n(Cc3ccc(Cl)cc3)c(=O)c2c1C	1	-31	0.8	0.1
COc1ccc(-c2nc(Nc3ccc(C(=O)NN)cc3)sc2C)cc1	-5	10	-0.7	0.2
O=C(O)c1c(CNC2CCCC2)c2ccccc2n1Cc1ccccc1Cl	3	3	-0.7	0.1
CN(Cc1cscn1)Cc1ccc(C(=O)NC2c3ccccc3-c3ccccc32)c(=O)[nH]1	1	-1	0.2	-0.1
CN(C)CCCNc1ncnc(N)c1[N+](=O)[O-]	4	0	3.4	0.0
CC1=C(C(=O)Nc2ccccc2C)C(c2cccc(Cl)c2Cl)n2nnnc2N1 (configuration not stated)	6	12	-0.3	-0.1
CCOC(=O)c1ccc(NC(=O)CSc2nc(=O)n(CCN(C)C)c3c2CCC3)cc1	1	2	0.7	0.1
CCOC(=O)CNC(=O)CN1CCC(Cn2cnc3cc(C)c(C)cc32)CC1	1	47	3.5	-0.4
O=C(c1ccccc1F)N1CCN(c2ccccc2F)CC1	6	6	0.4	0.0
CCOC(=O)c1ccccc1NC(=O)c1ccc(NS(C)(=O)=O)cc1	-7	16	1.0	0.2
CC(=O)N1CCN(c2ccc(NC(=O)c3cccc(OCc4ccccc4)c3)cc2)CC1	-5	-4	1.1	-0.1
Cc1c(C(=O)NC2CCCCC2)sc2ncn(CC(=O)N3CCCCC3C)c(=O)c12 (configuration not stated)	0	22	0.4	2.0*
COc1ccc(CSc2ncc(-c3ccccc3)[nH]2)cc1[N+](=O)[O-]	5	7	-0.3	-0.1
O=C(N/N=C/c1ccccc1C(=O)O)c1cccs1	-37	23	-5.0	0.1
CCN1C(=O)c2cccc3c(S(=O)(=O)NCC4CCCO4)ccc1c23 (configuration not stated)	-17	0	-0.3	-0.1
Cc1ccc2nc(NC(=S)NC(=O)c3ccc(F)cc3)sc2c1	-22	2	-0.8	0.7
COc1ccc(N2CCN(C(=O)c3cc(S(=O)(=O)N4CCOCC4)ccc3F)CC2)cc1	1	-3	-0.6	0.0
O=C(NCCN1CCOCC1)c1ccc2c(c1)ncn2-c1ccc(OCc2ccccc2)cc1	4	0	0.2	0.1
CCn1c(=N)n(CCOc2ccc(OC)cc2)c2ccccc21	8	10	0.1	-0.1
COc1ccc(C(=O)COC(=O)C(Cc2ccccc2)NC(C)=O)cc1 (configuration not stated)	10	18	-1.6	0.3
COCCNC(=O)C(CC(C)C)OC(=O)c1cccs1 (configuration not stated)	-6	19	-0.1	0.0
C=CCN1C(c2cc(OC)ccc2OC)=CS/C1=C(/C#N)c1nnc2n1CCCCC2	-11	10	-0.7	1.0
Clc1cccc2sc(NCCn3cccn3)nc12	-24	0	-0.7	-0.2
CCOC(=O)c1c(C)c(C(=O)N(C)C2CCCCC2)c(C)n1C	-9	-5	1.0	-0.3

Entries of single compounds from above:
Listed for CCCCOc1nc2ccccc2nc1NS(=O)(=O)c1ccc2c(c1)OCCO2 → TEAD-YAP inh: -10; MITF primary: -5; GPR151 activ: 1.8; FBW7 activator: 0.1
Listed for CCOc1ccc(Cc2nnc(Nc3cccc(F)c3)[nH]c2=O)cc1 → TEAD-YAP inh: -1; MITF primary: 1; GPR151 activ: 0.7; FBW7 activator: 0.0
Listed for CN(Cc1ccco1)S(=O)(=O)c1ccc(C(=O)NCc2ccccc2)cc1 → TEAD-YAP inh: 8; MITF primary: -10; GPR151 activ: 0.5; FBW7 activator: -0.1

Carrying on:
SMILES	TEAD-YAP inh	MITF primary	GPR151 activ	FBW7 activator
CCc1cccc(C)c1NC(=S)N(CCCN1CCCC1)Cc1cccs1	8	-10	1.4	0.2
O=C(Cc1ccc(Cl)cc1)N1CCN(c2ccc(Cl)cc2[N+](=O)[O-])CC1	-6	10	-0.5	-0.1
O=C(NC1CCN(Cc2ccccc2)CC1)c1cc(-c2ccncc2)nc2ccccc12	-4	11	0.1	-0.1
CC1(C)CC(=O)C2=C(C1)N(c1cccc(C(F)(F)F)c1)C(N)=C(C#N)C2c1cccs1 (configuration not stated)	0	-2	1.0	0.2
O=C1C(Cl)=C(N2CCN(c3ccccn3)CC2)C(=O)c2ccccc21	6	-2	-1.1	-0.3
CCOC(=O)C1=C(C)N=C2SCCC(=O)N2C1c1ccc(OCC)c(OCC)c1 (configuration not stated)	10	3	-0.7	0.0
CC1NC(=S)N(C2CCCCC2)C1=O (configuration not stated)	-1	0	0.3	0.0
O=C1c2ccccc2C(=O)c2c(NC(=O)c3coc4ccccc4c3=O)cccc21	7	-1	-0.3	0.4
O=C(O)c1ccc(SC(C(=O)O)c2ccccc2)cc1 (configuration not stated)	3	6	-0.5	0.4
N#Cc1ccc(-c2cnc3ccc(NC4CCOCC4)nn23)cc1	20	2	1.2	0.2
Cn1c(=O)c2ccc(C(=O)NC3CCCC3)cc2n2c(SCc3ccccc3F)nnc12	4	-7	0.6	-0.2

Source: PubChem BioAssay (The Scripps Research Institute Molecular Screening Center)
